NPR1 activator: GC-A stimulated cGMP production enhancers – HEK293 GC-A cells, cGMP TR-FRET, EC30 ANP, primary screen; activation, % at 10 µM; 0% at EC30 ANP, 100% saturating ANP; Atrial natriuretic peptide receptor 1 (Homo sapiens), P16066; 0.14% of 370,000 active; in the data active = activation above about 40%
FXN GAA850 act: FXN promoter activators, primary screen, cell-based, luciferase luminescence, HEK293 lucGAA850 | activation, % at 6 µM | HEK293 lucGAA850 FXN promoter luciferase reporter, 24 h; percent of 10 µM SAHA response | 0.56% of 360,000 active;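 active = activation above the average of all compounds screened plus 3 SD, cutoff fixed separately per campaign, cut at about 7.5% in these data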;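 also: 0% = DMSO wells and 100% = 10 µM SAHA wells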
KLK7 zymogen act: proKLK7 zymogen activators, primary screen, biochemical, fluorescence intensity; Kallikrein-7 (Homo sapiens), P49862; purified proKLK7, EDANS-DABCYL substrate fluorescence; 100% is mature enzyme control, 0% vehicle; activation, % at 7 µM; 0.9% of 370,000 active; AID 652039, 2013;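 active = activation above the mean of all tested compounds plus 3 SD, computed per campaign excluding outliers beyond control limits, cut at about 13% in these data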
DAX1 inh-1: DAX1 (NR0B1) inhibitors, primary screen, cell-based, HEK293, Gal4-DAX1, luciferase luminescence; Nuclear receptor subfamily 0 group B member 1 (Homo sapiens), P51843; HEK293 Gal4-DAX1 luciferase reporter; inhibition, % at 6.75 µM; 0.99% of 340,000 active; AID 504766, 2011;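 active = inhibition above the mean over all tested compounds plus 3 SD, cut at about 4.2% in these data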;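 also: 0% = DAX1-transfected cells with DMSO and 100% = empty-vector control cells with DMSO; inhibition shows as a rise in luminescence from relieved DAX1 repression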
ssDAF12 agonist: S. stercoralis DAF-12 nuclear receptor activators, primary screen, cell-based, luminescence, HEK293, GRIP1 co-expression, lit1-tk-luc. HEK293 ssDAF-12/GRIP1 lit1-tk-luc reporter; % of 3 µM dafachronic acid response. 1% of 370,000 active. activation, % at 6.8 µM. Nuclear hormone receptor DAF-12 (Strongyloides stercoralis);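 active = activation above the mean over all tested compounds plus 3 SD, cut at about 0.9% in these data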;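 also: 0% = DMSO-only wells and 100% = 3 µM delta7-dafachronic acid wells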
SMARCA2 activ: SMARCA2 (BRM) function activators, primary screen, cell-based, luminescence, high throughput. MG213 cells, MMTV-luciferase reporter, dexamethasone, overnight. activation, % at 9.1 µM. 1% of 370,000 active. AID 652017, 2013; in the data active = activation above about 7.8%;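 also: 0% = vehicle wells and 100% = reference activator wells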
hcDAF12 agonist: H. contortus DAF-12 nuclear receptor activators, primary screen, cell-based, luminescence, HEK293, lit1-tk-luc reporter | activation, % at 6.8 µM | HEK293 hcDAF-12 lit1-tk-luc reporter; 0% DMSO, 100% Δ7-dafachronic acid | 1.4% of 370,000 active;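 active = activation above the mean of all tested compounds plus 3 SD, cut at about 5.5% in these data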;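 also: 100% = response to 3 µM Δ7-dafachronic acid high control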
HGIII-sPLA2 inh: human group III sPLA2 inhibitors, primary screen, biochemical, QFRET, BODIPY PC-A2 liposome substrate; QFRET BODIPY PC-A2 liposome hydrolysis, fluorescence; inhibition, % at 12.2 µM; 0.56% of 370,000 active;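 active = inhibition above mean plus 3 SD of compounds lying within the high and low control bounds, cut at about 19% in these data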;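 also: 0% = median of test compound wells and 100% = no enzyme DMSO wells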
hgDAF12 agonist: H. glycines DAF-12 receptor agonists, primary screen, cell-based, luminescence, HEK293, GAL4 fusion, UAS-luciferase. HEK293 GAL4-hgDAF12 UAS-luciferase reporter, agonist luminescence; normalized to butyrate control. activation, % at 6.8 µM. 1.8% of 370,000 active;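 active = activation above a cutoff set at the mean of all screened compounds plus 3 SD, cut at about 10% in these data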;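 also: 0% = DMSO wells and 100% = sodium butyrate wells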
NPR2 activator: human GC-B receptor activators, primary screen, HEK293 GC-B cells, cGMP TR-FRET, EC30 CNP. Atrial natriuretic peptide receptor 2 (Homo sapiens), P20594. 0% at EC30 CNP, 100% saturating CNP. activation, % at 10 µM. 0.11% of 370,000 active;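 active = activation at 10 µM reaching about 35% in either raw or pattern-adjusted values, limit read from the data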
Target sequence (P20594 whole entry, looked up): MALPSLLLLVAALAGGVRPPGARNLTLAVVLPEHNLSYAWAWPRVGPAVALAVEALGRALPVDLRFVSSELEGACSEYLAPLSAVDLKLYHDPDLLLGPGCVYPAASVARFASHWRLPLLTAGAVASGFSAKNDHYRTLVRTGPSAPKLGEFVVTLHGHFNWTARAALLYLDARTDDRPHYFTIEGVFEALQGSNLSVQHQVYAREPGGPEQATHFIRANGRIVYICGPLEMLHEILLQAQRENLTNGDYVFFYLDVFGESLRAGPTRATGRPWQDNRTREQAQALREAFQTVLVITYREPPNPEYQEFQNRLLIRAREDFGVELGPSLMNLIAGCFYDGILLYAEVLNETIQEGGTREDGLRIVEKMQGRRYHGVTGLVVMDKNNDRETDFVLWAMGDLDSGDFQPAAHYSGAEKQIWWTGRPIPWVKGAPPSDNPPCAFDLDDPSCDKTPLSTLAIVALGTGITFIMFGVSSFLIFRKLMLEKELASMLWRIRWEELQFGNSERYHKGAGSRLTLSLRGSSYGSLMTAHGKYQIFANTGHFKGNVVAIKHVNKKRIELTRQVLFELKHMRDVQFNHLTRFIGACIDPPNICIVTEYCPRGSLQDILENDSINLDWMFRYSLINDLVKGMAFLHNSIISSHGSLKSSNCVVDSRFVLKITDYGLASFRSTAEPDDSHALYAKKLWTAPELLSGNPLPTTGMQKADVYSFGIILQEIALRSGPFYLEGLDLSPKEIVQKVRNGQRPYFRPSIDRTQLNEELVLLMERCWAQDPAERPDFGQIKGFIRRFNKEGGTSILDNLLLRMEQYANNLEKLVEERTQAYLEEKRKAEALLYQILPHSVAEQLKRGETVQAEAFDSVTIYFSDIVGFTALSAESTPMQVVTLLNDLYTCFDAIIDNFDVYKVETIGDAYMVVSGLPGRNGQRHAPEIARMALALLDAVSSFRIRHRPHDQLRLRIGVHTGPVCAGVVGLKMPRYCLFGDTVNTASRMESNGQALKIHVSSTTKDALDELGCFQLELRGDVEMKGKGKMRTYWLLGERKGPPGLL
DAX1 inh-2: DAX1 (NR0B1) inhibitors on StAR promoter, primary screen, cell-based, luminescence, SF-1 (NR5A1), full-length DAX-1 | HEK293T StAR-luciferase reporter, SF-1/DAX-1 repression relief | inhibition, % at 6.8 µM | 1.1% of 370,000 active | AID 652010, 2013;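 active = inhibition above the mean over all tested compounds plus 3 SD, cut at about 3.6% in these data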;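 also: 0% = DAX-1 cells with DMSO and 100% = cells lacking DAX-1 with DMSO; higher inhibition means more luminescence from relief of DAX-1 repression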
Numbers without * were called inactive; x = no result given.

no.	structure	FXN GAA850 act	NPR1 activator	KLK7 zymogen act	DAX1 inh-1	hgDAF12 agonist	ssDAF12 agonist	SMARCA2 activ	NPR2 activator	HGIII-sPLA2 inh	DAX1 inh-2	hcDAF12 agonist
1	Cc1cc(C)cc(-n2ncc3c2CCCC3NC(=O)c2cc(C)oc2C)c1 (configuration not stated)	-0.7	2	0.2	-0.1	-0.8	-1.5	-3	-4	-21	-0.2	-2.1
2	COc1ccc([N+](=O)[O-])cc1N(CC(O)CN1C(=O)NC(C)(C)C1=O)S(=O)(=O)c1ccc(C)cc1 (configuration not stated)	-0.7	3	0.2	-0.8	-0.1	-1.0	-2	-2	-6	0.2	-1.9
3	Cn1c(NCc2cccnc2)nc2c1c(=O)n(Cc1ccccc1F)c(=O)n2C	-1.2	4	-0.3	-0.8	-2.9	-1.4	-8	-2	6	-1.6	-0.7
4	CC1NS(=O)(=O)c2cc([N+](=O)[O-])ccc21 (configuration not stated)	x	1	0.3	x	1.3	-1.4	-1	4	6	-0.2	-0.9
5	CCc1ccc2c(c1)C(c1ccc([N+](=O)[O-])cc1)=NNC(c1ccc(Br)cc1)=N2	1.4	-3	-0.2	-0.9	1.8	0.0	1	-10	1	0.5	1.5
6	CCc1ccc(-c2cc(C)no2)cc1S(=O)(=O)N1CCN(c2cc(C)ccc2C)CC1	0.4	-3	0.4	0.7	0.8	-0.8	-1	-8	2	-0.2	-1.2
7	CCCCn1c(N)c(N(CC)C(=O)C2CCC2)c(=O)[nH]c1=O	0.3	4	-0.2	0.2	1.7	-0.8	0	-7	-4	-0.2	0.1
8	O=C(COC(=O)c1ccccc1)Nc1cccc(S(=O)(=O)N2CCCCC2)c1	2.0	-3	0.2	-1.2	-0.1	-1.2	-4	-3	-19	1.1	-1.5
9	N#Cc1ccccc1S(=O)(=O)N1CCN(C(=O)CN2CCCSc3ccccc32)CC1	-0.1	-2	0.2	-0.7	-0.3	-0.7	0	0	6	0.1	2.5
10	COc1ccc(/C=N\N=C2/SC(CC(=O)O)C(=O)N2c2ccc(O)cc2)cc1OC (configuration not stated)	-0.2	-2	-0.2	0.9	1.8	-1.1	-3	-1	1	-0.1	-0.4
11	Cc1cc([N+](=O)[O-])ccc1NC(=O)CCC(=O)N1CCCCCC1	0.2	1	-0.1	0.6	-1.0	-0.5	1	5	0	-0.4	0.3
12	c1ccc(Cn2nnnc2C(c2cccs2)N2CCSCC2)cc1 (configuration not stated)	0.2	-8	0.3	0.4	-2.1	-1.7	-2	-6	-2	-1.0	-0.3
13	Cc1ccc(C(=O)N2CC(=O)Nc3ccc(F)cc3C2c2ccc(F)cc2)cc1 (configuration not stated)	-1.7	-5	-0.1	-1.0	-1.1	-1.0	0	3	-1	-0.3	-2.5
14	COc1ccc(CCNC(=O)CSc2nc3ccsc3c(=O)n2Cc2ccccn2)cc1OC	1.0	1	0.5	1.1	3.4	-0.5	-2	1	1	1.0	-0.2
15	CC1=N/C(=C\c2ccc([N+](=O)[O-])cc2)C(=O)N1c1ccc(Cl)cc1	1.7	-2	0.4	-0.1	-0.3	-1.0	-1	2	-6	-0.1	-0.9
16	COC(=O)CSc1nnc(C)c(=O)[nH]1	1.5	1	-0.2	-0.7	0.8	0.0	1	5	-2	1.0	-0.3
17	C=C[C@]1(C)C=C2C(=O)[C@@]3(O)OC(=O)[C@@]4(CCCC(C)(C)[C@H]34)[C@@]2(O)CC1	x	-6	-47	x	-9.0	-1.3	-5	-1	6	-2.2	-2.3
18	Cc1ccc(NC(=O)COC(=O)c2cccc(N3C(=O)c4ccccc4C3=O)c2)cc1	1.5	-2	0.4	0.6	0.5	-0.5	2	-1	1	0.3	-0.7
19	Cc1ccc(C(=O)NC2CCN(C(=O)Nc3ccc(F)cc3)CC2)cc1	-0.2	-3	0.4	0.0	-0.4	-1.0	-3	-1	6	-0.1	-2.0
20	O=C(CSc1n[nH]c(-c2cccs2)n1)NCCc1ccccc1	-0.3	0	-0.2	1.2	0.6	-0.7	3	2	1	-0.6	-0.5

Reprinted at random: 4 compounds from above, in no set order.
no.	structure	FXN GAA850 act	NPR1 activator	KLK7 zymogen act	DAX1 inh-1	hgDAF12 agonist	ssDAF12 agonist	SMARCA2 activ	NPR2 activator	HGIII-sPLA2 inh	DAX1 inh-2	hcDAF12 agonist
7	CCCCn1c(N)c(N(CC)C(=O)C2CCC2)c(=O)[nH]c1=O	0.3	4	-0.2	0.2	1.7	-0.8	0	-7	-4	-0.2	0.1
6	CCc1ccc(-c2cc(C)no2)cc1S(=O)(=O)N1CCN(c2cc(C)ccc2C)CC1	0.4	-3	0.4	0.7	0.8	-0.8	-1	-8	2	-0.2	-1.2
20	O=C(CSc1n[nH]c(-c2cccs2)n1)NCCc1ccccc1	-0.3	0	-0.2	1.2	0.6	-0.7	3	2	1	-0.6	-0.5
10	COc1ccc(/C=N\N=C2/SC(CC(=O)O)C(=O)N2c2ccc(O)cc2)cc1OC (configuration not stated)	-0.2	-2	-0.2	0.9	1.8	-1.1	-3	-1	1	-0.1	-0.4

Further results follow.
no.	structure	FXN GAA850 act	NPR1 activator	KLK7 zymogen act	DAX1 inh-1	hgDAF12 agonist	ssDAF12 agonist	SMARCA2 activ	NPR2 activator	HGIII-sPLA2 inh	DAX1 inh-2	hcDAF12 agonist
21	Cc1oc2cc(O)ccc2c(=O)c1N1C(=O)c2ccccc2C1=O	-2.4	3	344*	0.3	-2.3	-1.5	-3	3	10	-0.6	-0.3
22	O=C(C[C@@H]1C/C=C\C[C@@H](Cc2ccc(F)cc2)C(=O)OCCNC1=O)NCCO	0.0	1	0.8	0.0	0.8	-1.3	-1	1	0	-0.5	-1.3
23	CN1CCN(C(=O)C2=C[C@H](c3coc4ccccc4c3=O)C[C@H](OCc3ccc(CO)cc3)O2)CC1	1.9	1	0.1	1.5	0.8	-1.0	1	3	2	-0.1	-0.5
24	COc1ccc(C(=O)Nn2c(C)nc3ccccc3c2=O)cc1[N+](=O)[O-]	0.8	1	0.0	0.7	0.6	-1.1	-1	-1	-4	-0.2	-0.8
25	O=C(Nc1nccs1)C1CCN(S(=O)(=O)c2ccc3c(c2)OCCCO3)CC1	1.2	-5	-0.6	0.5	-1.4	-1.3	-1	5	-2	-0.3	-0.1
26	CCOC(=O)[C@]12CCCCC/C=C\1N(Cc1ccc(OC)cc1)C(=O)[C@H]2CC(=O)NCC12CC3CC(CC(C3)C1)C2	x	-6	0.0	x	-1.8	-1.4	-4	-1	-12	-0.2	-1.0
27	C/C(=N\NC(=O)Cc1cccn1C)c1ccc2ccccc2c1	2.8	-4	-3.5	-0.4	0.1	-1.0	0	-5	-4	-0.6	0.1
28	COc1cccc2cc(C(=O)CS(=O)(=O)c3ccc(Cl)cc3)c(=O)oc12	0.5	0	-0.4	0.3	-0.1	-1.2	-2	6	-17	0.3	0.8
29	O=c1oc2cc(O)ccc2cc1-c1ccccc1	3.5	10	72*	1.5	6.2	0.6	4	-3	-10	3.5	2.7
30	CCCOc1ccc(C(F)(F)F)cc1NS(=O)(=O)c1ccc(Cl)nc1	-0.9	-1	-0.1	1.3	-0.5	-0.8	-3	3	-10	0.4	-0.7
31	O=C(CNS(=O)(=O)c1ccccc1)N1CCN(c2ccccn2)CC1	x	-12	-0.1	x	-0.8	-0.5	4	0	5	-0.8	-0.1
32	O=C(Nc1ccccn1)c1ccc(COc2ccccc2Cl)o1	3.8	9	-0.2	-0.5	4.7	-1.1	5	4	-6	0.1	0.6
33	COc1cc(C(O)P(=O)(OCCC(C)C)c2ccc(N(C)C)cc2)cc(OC)c1OC (configuration not stated)	1.0	-3	-0.3	-0.2	-1.0	0.0	3	-2	-6	-0.7	-1.1
34	O=S(=O)(Nc1cccc2ccccc12)c1cccc2nonc12	0.1	0	-0.7	-0.9	0.4	-0.9	2	2	-5	-0.2	0.8
35	Cc1ccc(CCN2CC(C(=O)NCCCN3CCCCCC3)CC2=O)cc1 (configuration not stated)	0.5	-1	1.0	-0.3	2.1	-1.4	0	3	5	1.1	-1.1
36	CC(C)C(=O)N1CCC1(C)C(=O)Nc1ccccc1OC(F)F (configuration not stated)	0.3	1	0.1	x	-2.1	-1.2	-3	6	13	0.1	-1.5
37	C=CCc1ccccc1OCC(CN1CCCCC1)OC(C)=O (configuration not stated)	-1.4	-1	1.6	0.1	1.3	-1.5	-3	3	3	0.1	0.2
38	CCCN(CCC)Cc1cc2ccccc2c2c1COC2	2.2	-1	1.4	0.3	2.4	-1.0	2	2	3	-0.1	1.5
39	CCCCC(NS(=O)(=O)c1ccc(C)cc1)C(=O)Oc1ccc2c3c(c(=O)oc2c1)CCC3 (configuration not stated)	-0.5	3	-6.5	1.6	-1.4	-1.2	-2	6	-3	0.7	-0.3
40	CCOCCCNC(=O)C(c1ccc(Cl)cc1)N(Cc1cccs1)C(=O)c1ccccn1 (configuration not stated)	0.3	-8	0.3	-1.5	-6.2	-2.1	-1	-5	1	-2.2	0.5
41	COC(=O)C1C(=O)C2=C(CC1C)NC(=O)CC2c1ccccc1 (configuration not stated)	0.1	-6	-0.9	0.2	-0.7	-1.4	0	-7	0	-1.2	-0.9
